Source: PubChem BioAssay
Akt phos inh = HTS Assay for Inhibitors of Akt Phophorylation: Primary Screen; Neuro2A IGF-stimulated pAkt S473 HTRF, 20 min; active compounds read low; activity change, % for hits at 50 µM; 360,000 tested, 0.32% active; in the data active means activity change below about -80%; inconclusive means mostly about -51% to -80%; further: on the % scale 0 is the no-effect control and ±100 the full control effect
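Neuro2A cells (4,500/well, DMEM with 0.5% FBS) were treated with compound at a single 50 µM final concentration, stimulated with 6 nM IGF for 20 min at 37 °C, and lysed. Phospho-Akt Ser473 was read by HTRF as 665/615 ratio ×10^4.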
MmCpn inh = Inhibitors of TCP-1 ring complex (TRiC) of Methanococcus maripaludis (MmCpn): qHTS. purified Mm-Cpn ATPase, ADP Transcreener TR-FRET. 330,000 tested, 0.031% active. Potency, µM (titrated, usually from 76.9 µM), inactives show at the highest dose activity, negative = inhibition, most hits filed as inhibitors; further: potency means the concentration at half of the fitted maximal effect; on the % scale 0 is the no-effect control and ±100 the full control effect; nearly all actives have a fitted effect of over 80% in size
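Inhibition of chaperonin ATP hydrolysis is measured as reduced ADP production, detected by competitive TR-FRET in which signal falls with ADP. Final enzyme 25 nM and ATP 10 uM, reacted 30 min at 37°C.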
Abeta yeast res = qHTS for compounds that reverse cellular toxicity of Amyloid beta (A-beta) peptide in yeast: Primary Screen. yeast expressing A-beta42, growth rescue, OD600, 48 h; response scale: 0% DMSO, 100% iron-clioquinol control. Potency, µM (top dose mostly 46.1 µM), for inactives: at the highest dose growth rescue, most hits filed as activators. 410,000 tested, 0.063% active; further: potency means the concentration at half of the fitted maximal effect; nearly all actives have a fitted effect of over 55% in size
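Yeast A-beta toxicity model in growth medium with pinned compounds, 48 h at 30 C; growth read as absorbance at 600 nm. Normalized to FeCl3/clioquinol equimolar mix (positive) and DMSO (negative).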
PTHR1 ag = qHTS for PTHR1 Agonists: Primary Screen. Parathyroid hormone/parathyroid hormone-related peptide receptor (Homo sapiens), Q03431. HEK293 GP2 PTHR1 cells, GloSensor cAMP luminescence, 1 h. Potency, µM (highest dose often 115 µM), without a hit: at the top dose activation, most hits filed as activators. 410,000 tested, 0.075% active. AID 743266, 2014; further: potency means the concentration at half of the fitted maximal effect; nearly all actives have a fitted effect of over 55% in size; some results filed as inactive show a strong effect at the top dose; inactives centre near -15; many of its hits are not listed in these tables
Target sequence (Q03431 whole entry, looked up): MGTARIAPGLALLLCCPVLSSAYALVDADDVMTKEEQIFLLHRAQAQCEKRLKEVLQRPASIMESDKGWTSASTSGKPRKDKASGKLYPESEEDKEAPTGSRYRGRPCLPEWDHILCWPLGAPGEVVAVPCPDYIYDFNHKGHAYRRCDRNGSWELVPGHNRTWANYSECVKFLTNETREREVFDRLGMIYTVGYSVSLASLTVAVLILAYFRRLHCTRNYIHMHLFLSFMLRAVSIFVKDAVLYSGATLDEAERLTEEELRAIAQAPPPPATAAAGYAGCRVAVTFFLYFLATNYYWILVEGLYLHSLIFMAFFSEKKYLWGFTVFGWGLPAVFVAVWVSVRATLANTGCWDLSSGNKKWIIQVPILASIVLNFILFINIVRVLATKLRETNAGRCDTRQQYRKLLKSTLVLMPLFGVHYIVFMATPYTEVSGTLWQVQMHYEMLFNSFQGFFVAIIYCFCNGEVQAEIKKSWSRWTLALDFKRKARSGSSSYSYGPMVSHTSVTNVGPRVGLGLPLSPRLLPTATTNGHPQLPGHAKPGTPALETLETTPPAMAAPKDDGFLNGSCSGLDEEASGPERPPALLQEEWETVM
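HEK-293-derived GP2 cells expressing PTHR1 and a GloSensor cAMP reporter, 3,000/well, plated overnight, given luciferin plus IBMX (each 0.5 mM as added) for 1 h at 37 °C, then compound for 1 h at 37 °C. Luminescence was read after 15 min at room temperature.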
GLP1R cytotox = qHTS of GLP-1 Receptor Inverse Agonists: Cytotox Screen | HEK293 cAMP-luciferase reporter cells, luminescence, 24 h | Potency, µM (doses to about 38.3 µM), for the others: at the top dose activity change, negative = inhibition, most hits filed as inhibitors | 410,000 tested, 0.13% active;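 further: loss of luciferase light is scored as toxicity; potency means the concentration at half of the fitted maximal effect; on the % scale 0 is the no-effect control and ±100 the full control effect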
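MLSMR compounds, 24 hr on cells at 37 deg C/5% CO2; luminescence after luciferase reagent (12 min RT). Inhibition counted as the undesired cytotoxic outcome.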
FUS yeast rescue = qHTS for Suppressors of FUS Proteinopathy: Primary screen using FUS-linked yeast assay. 390,000 tested, 0.24% active. S. cerevisiae FUS-expressing, growth rescue, OD600, 24 h. Potency, µM (doses to about 76.6 µM), for inactives: top-dose growth rescue (activation), usual class: activators;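 further: potency means the concentration at half of the fitted maximal effect; plate controls were DMSO vehicle for no effect and reference control for full effect; nearly all actives have a fitted effect of over 55% in size; some results filed as inactive show a strong effect at the top dose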
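Yeast FUS proteinopathy model; galactose-induced FUS (2%), starting OD 0.005. Cpds in dilution series, 24hr, 30C, 99% humidity. Abs 600 nm growth. Pos ctrl CP55940 (top 92uM final); neg ctrl DMSO.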
TDP43 rescue = qHTS of TDP-43 Inhibitors; 410,000 tested, 1.8% active; TDP-43 expressing yeast growth rescue, BacTiter-Glo, 24 h; Potency, µM (titrated, usually from 46.1 µM), inactives show top-dose growth rescue (activation), hits mostly activators; further: potency means the concentration at half of the fitted maximal effect; % of control where 0% means no effect; nearly all actives have a fitted effect of over 50% in size
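In this qHTS, compounds that restore growth of yeast expressing TDP-43 appear as activators. Cells (OD600=0.02, galactose medium, raffinose-pregrown) are incubated with compound 24 hr at 30 deg C and growth is quantified by BacTiter-Glo.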
aSyn rescue = qHTS of alpha-syn Inhibitors | 370,000 tested, 0.14% active | AID 652106, 2013 | Yeast expressing alpha-synuclein, growth rescue, BacTiter-Glo, 24 h | Potency, µM (titrated, usually from 46.1 µM), for the others: top-dose growth rescue (activation), hits mostly activators; further: potency means the concentration at half of the fitted maximal effect; % of control where 0% means no effect; nearly all actives have a fitted effect of over 65% in size
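Readout is rescue of growth in alpha-synuclein-expressing yeast, so inhibitors of toxicity appear as activators. Growth after 24 hr at 30 deg C in galactose medium is quantified by luminescence.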
GLP-1R inv ag = qHTS of GLP-1 Receptor Inverse Agonists (Inhibition Mode); Glucagon-like peptide 1 receptor (Homo sapiens), P43220; AID 624417, 2012; Potency, µM (top dose mostly 38.3 µM), without a hit: at the highest dose activity change, negative = inhibition, hits mostly inhibitors; 410,000 tested, 1.6% active; HEK293 GLP-1R CRE-luciferase, luminescence, 24 h; GLP-1R form is constitutively active; further: potency means the concentration at half of the fitted maximal effect; on the % scale 0 is the no-effect control and ±100 the full control effect; nearly all actives have a fitted effect of over 55% in size
Target sequence (P43220 whole entry, looked up): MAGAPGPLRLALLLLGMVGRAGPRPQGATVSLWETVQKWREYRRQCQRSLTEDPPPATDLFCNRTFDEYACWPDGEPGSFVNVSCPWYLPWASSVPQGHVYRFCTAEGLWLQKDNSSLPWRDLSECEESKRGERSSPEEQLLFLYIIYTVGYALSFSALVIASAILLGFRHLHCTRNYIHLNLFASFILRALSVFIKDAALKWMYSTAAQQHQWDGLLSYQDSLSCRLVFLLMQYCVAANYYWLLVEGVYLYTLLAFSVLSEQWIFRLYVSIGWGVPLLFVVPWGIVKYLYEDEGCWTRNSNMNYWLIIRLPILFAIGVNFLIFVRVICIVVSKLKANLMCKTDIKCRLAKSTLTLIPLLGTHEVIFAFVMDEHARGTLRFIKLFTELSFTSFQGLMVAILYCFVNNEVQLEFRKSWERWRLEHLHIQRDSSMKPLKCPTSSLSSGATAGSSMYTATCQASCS
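Stable HEK293 clone (constitutively active GLP-1R + cAMP-response luciferase); 200 cells/uL plated, 12 h pre-culture, compound 24 hr, 37 deg C/5% CO2; detection reagent 12 min RT; luminescence.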
An asterisk follows results filed as active; i = inactive; ? = inconclusive; / = no result given; [ ] = remark or other dose. Unless noted, the call rests on the fitted dose curve; in most records, active means well fitted curve in the direction sought with a large enough effect; inconclusive means small, poorly fitted or top-dose-only effect, or another doubt; inactive means no such curve, though single readings can be large; an effect the other way counts as inactive or inconclusive. The list is partial. The share of hits here may be higher or lower than overall.

SMILES	Akt phos inh	MmCpn inh	Abeta yeast res	PTHR1 ag	GLP1R cytotox	FUS yeast rescue	TDP43 rescue	aSyn rescue	GLP-1R inv ag
CC(=O)c1ccc(NC(=O)CN2CCN(CC(=O)Nc3ccc(C(C)=O)cc3)CC2)cc1	i	-1%	-13%	i	-2%	-2%	-6%	3%	2%
O=C(Nc1nc2c(Cl)cccc2s1)c1ccc([N+](=O)[O-])o1	i	-19%	-8%	-23%	12%	-5%	-17%	-4%	13%
COc1ccc(/C(N)=N/OC(=O)C2CCCCC2)cc1	i	-1%	8%	-18%	9%	-7%	16µM*	-10%	-10%
O=c1c2ccccc2nc2sc(Nc3ccc(F)cc3)nn12	/	-16%	-8%	-9%	/	-3%	/	/	/
Cc1nc2ccc(S(=O)(=O)NCC(=O)O)cc2s1	i	1%	10%	3%[57.5 µM]	0%	-24%	-10%	-9%	4%
CC1CCN(c2ccccc2NC(=S)NC(=O)c2ccc(-c3cccc([N+](=O)[O-])c3)o2)CC1	/	-2%	1%	i	-14%	-21%	15%	/	-13%
CCOc1ccc2nc(SCC(=O)NCc3ccc(OC)cc3)[nH]c2c1	i	1%	12%	-15%	4%	-2%	12%	0%	1%
Cc1ccc(C(NC(=O)Cc2cccs2)C(=O)Nc2ccc(C(C)C)cc2)cc1 (configuration not stated)	/	/	-13%	-23%	15%	-16%	3%	/	6%
COc1ccc(NC(=O)C(=O)NNC(=O)c2ccc(Cl)cc2Cl)cc1	i	-2%	-5%	-11%	3%	16%	-13%	1%	-12%
CCCCCn1c(=N)c(S(=O)(=O)c2ccc(C)cc2)cc2c(=O)n3cc(C)ccc3nc21	/	/	-18%	i	3%	?	22%	?	8%
COc1ccc(NS(=O)(=O)c2cccc(C(=O)NN=C(C)c3ccco3)c2)cc1	i	2%	-5%	i	-12%	8%	16%	7%	-6%
CCOC(=O)OCC(=O)C1(O)CCC2C3CCC4=CC(=O)CCC4(C)C3C(O)CC21C (configuration not stated)	i	/	-1%	-2%	4%	/	15%	18%	2%
CCN(CC)C(=O)c1ccc(NS(=O)(=O)c2ccc(/C=C/C(=O)O)cc2)cc1	i	-4%	-9%	-11%	3%	6%	12%	1%	8%
Cc1ccc(S(=O)(=O)NCC(=O)OCC(=O)Nc2ccccc2OC(F)F)cc1	i	0%	-11%	i	-3%	8%	14%	4%	14%
CCN(CC)S(=O)(=O)c1ccc(C(=O)NCc2ccc(C)cc2)cc1	i	0%	15%	-22%	-3%	3%	?	1%	?
O=C(c1ccccc1)c1c[nH]c(C(=O)NNc2cccc(Cl)n2)c1	i	0%	-6%	-30%[inhibitor]	-3%	21%	-22%[9.22 µM]	1%	-25%
COc1ccc(S(=O)(=O)n2nc(OC(=O)C3CCCCC3)cc2N)cc1	i	0%	1%	0%[57.5 µM]	1%	19%	13%	0%	0%
CCc1cc(=O)oc2c(CNCc3c(F)cccc3Cl)c(O)ccc12	i	-7%	6%	-22%	212%[activator]	14%	-13%	7%	6%
NC(=O)CC(NC(=O)Cc1ccc(Cl)cc1)c1ccc(NC2CCCCCC2)c([N+](=O)[O-])c1 (configuration not stated)	i	-2%	-10%	-13%	-6%	-5%	1%	-4%	23%
O=c1c2ccccc2nc(-c2ccccc2)n1Cc1ccco1	i	0%	-7%	-15%[57.5 µM]	3%	11%	?	1%	-6%
CCCn1nnc(NC(=O)c2sc3ccccc3c2Cl)n1	i	-7%	-52%[inhibitor]	-23%[57.5 µM]	8%	36%	?	1%	0%
CCN(CC)S(=O)(=O)c1ccc(NC(=S)NC(=O)C(C)C)cc1	i	-1%	10%	i	-9%	-9%	26%	1%	5%
Cc1cc(C)c(S(=O)(=O)N2CCOC2CNC(=O)C(=O)NCc2ccco2)c(C)c1 (configuration not stated)	i	-2%	8%	i	-3%	5%	25%	3%	-18%
Cc1ccc(C)c2sc(N3CCN(C(=O)C(C)(C)C)CC3)nc12	/	/	-35%[inhibitor]	-7%	5%	36%	35µM*	/	?
O=[N+]([O-])c1ccc(Oc2cccc(C(F)(F)F)c2)nc1	i	0%	7%	-34%[inhibitor]	4%	-12%	23%	-8%	12%
SMILES	Akt phos inh	MmCpn inh	Abeta yeast res	PTHR1 ag	GLP1R cytotox	FUS yeast rescue	TDP43 rescue	aSyn rescue	GLP-1R inv ag
COc1cnn(-c2ccccc2)c(=O)c1SCc1ccc(Cl)cc1Cl	i	-28%	-3%	i	53%[activator]	53%	?	10%	?
Oc1ccc(Br)cc1-c1nc2cnccn2c1NC1CCCCC1	i	-2%	-5%	i	?	10%	?	0%	?
C/C(Cc1ccccc1)=N\NC(=O)CNC(=O)COc1ccccc1	i	3%	6%	-21%	-6%	-1%	-9%	0%	-11%
CC1CCN(CC2CCN(C(=O)NCc3ccccc3)CC2)CC1	/	/	-9%	-8%	2%	2%	12%	/	-2%
CCc1cccc(NC(=O)CC(c2ccc(OC)cc2)N2Cc3ccccc3C2=O)c1 (configuration not stated)	/	/	-14%	i	3%	10%	-8%	/	11%
CC(=O)c1ccc(NC(=O)C(C)Sc2nnc(-c3ccncc3)n2C2CC2)cc1 (configuration not stated)	i	0%	2%	i	-1%	12%	-7%	0%	18%
Cc1ccc(-c2nc(CS(=O)(=O)CC(=O)NCc3cccc(F)c3)c(C)o2)cc1	i	-4%	-1%	i	-25%	-12%	8%	?	?
O=C(CCN1C(=O)C2CC=CCC2C1=O)Nc1cccc(Cl)c1 (configuration not stated)	i	-3%	1%	-34%[inhibitor]	-3%	/	-9%	-5%	-12%
Cc1cc(NC(=O)COC(=O)c2c(Cl)cccc2Cl)no1	i	1%	-9%	i	2%	8%	16µM*	-3%	?
CC(C)C[C@H]1CN(CCCC[C@H]2CNC(=O)C(=O)N2CCc2ccc(O)cc2)C(=O)C(=O)N1Cc1ccccc1	i	/	-9%	-7%	-1%	15%	11%	0%	-1%
NC(CCc1ccccc1)c1csc(NC(=O)Nc2cccc(C(F)(F)F)c2)n1 (configuration not stated)	i	/	-21%	-84%[inhibitor]	?	27%	21%	-46%[inhibitor]	?
O=C(NCCCN1CCOCC1)c1onc(CSc2ccc(F)c(F)c2)c1C(=O)NCCCN1CCOCC1	i	/	-9%	-4%	-33%	-16%	-11%	1%	8%
O=C(OCc1nnc(-c2ccccc2)o1)c1cccnc1Cl	i	0%	-7%	i	8%	-1%	-13%	-4%	13%
CCN(CCN(C)C)C(=O)c1ccc2nc(C)c(N(C)C(=O)CCc3ccccc3)n2c1	i	/	-20%	i	2%	-27%	25%	-11%	12%
Cc1ccc(C)c(N2CCN(C(=O)CCc3nnc4n(C)c(=O)c5ccccc5n34)CC2)c1	/	/	-16%	14%	-9%	9%	11%	/	1%
CCCNC(=S)NNC(=O)c1cc(-c2cccnc2)nc2ccccc12	i	0%	-1%	13%	6%	22%	5%	-11%	-10%

Among those listed so far, these have fluorine.
SMILES	Akt phos inh	MmCpn inh	Abeta yeast res	PTHR1 ag	GLP1R cytotox	FUS yeast rescue	TDP43 rescue	aSyn rescue	GLP-1R inv ag
O=c1c2ccccc2nc2sc(Nc3ccc(F)cc3)nn12	/	-16%	-8%	-9%	/	-3%	/	/	/
Cc1ccc(S(=O)(=O)NCC(=O)OCC(=O)Nc2ccccc2OC(F)F)cc1	i	0%	-11%	i	-3%	8%	14%	4%	14%
CCc1cc(=O)oc2c(CNCc3c(F)cccc3Cl)c(O)ccc12	i	-7%	6%	-22%	212%[activator]	14%	-13%	7%	6%
O=[N+]([O-])c1ccc(Oc2cccc(C(F)(F)F)c2)nc1	i	0%	7%	-34%[inhibitor]	4%	-12%	23%	-8%	12%
Cc1ccc(-c2nc(CS(=O)(=O)CC(=O)NCc3cccc(F)c3)c(C)o2)cc1	i	-4%	-1%	i	-25%	-12%	8%	?	?
NC(CCc1ccccc1)c1csc(NC(=O)Nc2cccc(C(F)(F)F)c2)n1 (configuration not stated)	i	/	-21%	-84%[inhibitor]	?	27%	21%	-46%[inhibitor]	?
O=C(NCCCN1CCOCC1)c1onc(CSc2ccc(F)c(F)c2)c1C(=O)NCCCN1CCOCC1	i	/	-9%	-4%	-33%	-16%	-11%	1%	8%

Whole records as entered above. Order of values: Akt phos inh, MmCpn inh, Abeta yeast res, PTHR1 ag, GLP1R cytotox, FUS yeast rescue, TDP43 rescue, aSyn rescue, GLP-1R inv ag
`Oc1ccc(Br)cc1-c1nc2cnccn2c1NC1CCCCC1` reads i, -2%, -5%, i, ?, 10%, ?, 0%, ?
`NC(CCc1ccccc1)c1csc(NC(=O)Nc2cccc(C(F)(F)F)c2)n1` (configuration not stated) reads i, /, -21%, -84%[inhibitor], ?, 27%, 21%, -46%[inhibitor], ?
